RAD52 inh: inhibitors of human RAD52 DNA annealing | AID 651710 | P43351 | inhibition, % at 18.7 µM | recombinant RAD52 DNA annealing, FRET fluorescence | 0.46% of 360,000 active;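 active means every replicate showing at least 50% inhibition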
ARNT-TACC3 inh: ARNT/TACC3 interaction disruption; Q9Y6A5; AlphaScreen His-ARNT PAS-B/GST-TACC3 binding, luminescence; TACC3 fragment carries E629A point mutation; inhibition, % at 9.99 µM; 0.66% of 390,000 active; AID 623870;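 active means mean inhibition of replicates at least 50% and at least half of replicates each reaching 50%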;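 further: 0% = complete ARNT plus TACC3 wells and 100% = ARNT alone without TACC3; many hits fall short of the cut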
RAD54 inh: inhibitors of human RAD54 branch migration; Q92698; inhibition, % at 10.4 µM; AID 602329; RAD54 Holliday junction branch migration, FAM/BHQ fluorescence; 0.14% of 360,000 active;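 active means mean normalized replicate activity at least 40 and at least half of replicates scoring 40 or more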;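 further: 0% = median of neutral control wells and 100% = median of positive control wells; inhibitors cause a drop in the FAM fluorescence signal; in these data hits start at about 50%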
Target sequence (Q92698 whole entry, looked up): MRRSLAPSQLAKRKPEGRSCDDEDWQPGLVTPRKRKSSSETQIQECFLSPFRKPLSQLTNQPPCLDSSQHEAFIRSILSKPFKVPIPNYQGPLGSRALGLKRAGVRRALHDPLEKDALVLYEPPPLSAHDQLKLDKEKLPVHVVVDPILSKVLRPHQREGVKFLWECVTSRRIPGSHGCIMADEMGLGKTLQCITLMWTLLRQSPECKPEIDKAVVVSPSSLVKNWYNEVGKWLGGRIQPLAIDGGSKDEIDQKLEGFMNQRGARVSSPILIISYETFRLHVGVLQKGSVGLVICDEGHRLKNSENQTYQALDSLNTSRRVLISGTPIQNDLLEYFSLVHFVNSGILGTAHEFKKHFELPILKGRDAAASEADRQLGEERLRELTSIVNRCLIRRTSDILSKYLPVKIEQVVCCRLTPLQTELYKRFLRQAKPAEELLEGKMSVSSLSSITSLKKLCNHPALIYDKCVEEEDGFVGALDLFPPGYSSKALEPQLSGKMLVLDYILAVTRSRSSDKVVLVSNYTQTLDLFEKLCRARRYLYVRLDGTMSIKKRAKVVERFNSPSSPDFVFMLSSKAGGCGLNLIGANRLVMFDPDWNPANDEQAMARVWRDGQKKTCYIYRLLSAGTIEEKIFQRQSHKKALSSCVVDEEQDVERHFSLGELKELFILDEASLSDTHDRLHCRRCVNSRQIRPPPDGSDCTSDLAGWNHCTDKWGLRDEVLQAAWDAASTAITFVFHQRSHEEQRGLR
GSIS activator: GLuc luminescence reporter in INS-1E cells, primary screen for activators of glucose-dependent secretion of insulin. INS-1E GLuc reporter insulin secretion, 2-3 h. activation, % at 16.6 µM. 0.61% of 370,000 active. AID 743287;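 active means lowest replicate activation of at least 40%, so every replicate reaches that level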;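 further: 0% = median of neutral control wells and 100% = median of IBMX positive control wells; some compounds called inactive have numbers as strong as hits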
F508del corr: correctors of CFTR F508del function in bronchial epithelial cells. CFBE cells, YFP halide quenching; stimulated with forskolin plus potentiator P3; % fluorescence drop versus neutral controls. activity (quench increase), % at 7.58 µM. 0.36% of 350,000 active. AID 720511;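 active means mean added fluorescence quench of at least 8% versus neutral control, with both replicates also reaching 8%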;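 further: cells transiently co-express mutant CFTR-F508del with the halide-sensitive YFP; corrector assay measuring rescue of mutant channel to the surface after 24 h compound exposure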
esBAF inh: inhibitors of esBAF chromatin remodeling in mouse ES cells | Bmi1-luciferase knock-in reporter, 24 h; 100% = twice the neutral-well signal | reporter increase, % at 12.5 µM | 2% of 350,000 active | AID 602393; in the data active means activation above about 40%;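 further: 0% = median of the plate's neutral control wells and 100% = double that signal; a rise in the Bmi1 reporter signal indicates esBAF inhibition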
ERAP1 HTS inh: ERAP1 (human) enzyme inhibition; recombinant ERAP1, Leu-AMC fluorescence, 60 min; inhibition, % at 10.7 µM; 0.15% of 340,000 active; AID 652197;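 active means mean replicate inhibition of at least 30%, or all replicates individually reaching that 30% level; inactive means mean below 30% and not every replicate reaching it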;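 further: 0% = neutral control wells and 100% = L-leucinethiol positive control wells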
Xi reactivation: reactivates the inactive X chromosome in mouse fibroblasts. AID 743238. 0.055% of 360,000 active. activation, % at 7.58 µM. XiGFP mouse fibroblasts, % GFP-positive cells imaging, 3 d; cells co-treated with 5-aza-dC sensitizer; scaled so ellipticine positive control = 100%;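 active means mean normalized replicate activation at least 10% and every replicate at or above 10%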;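 further: 0% = median of on-plate neutral control wells and 100% = ellipticine 6 µM median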
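Material: SV40-immortalized XiGFP fibroblast cells, line 68-5-11 | Buffer or medium: DMEM containing 5-aza-dC | Dosing: One concentration, pinned | Times: 3 d treatment, 15 min room-temperature fixation | Controls: Ellipticine 6 µM positive control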
* hit, by the source's call; . = not tested or not shown; & = joins results of further samples.

SMILES	RAD52 inh	ARNT-TACC3 inh	RAD54 inh	GSIS activator	F508del corr	esBAF inh	ERAP1 HTS inh	Xi reactivation
COc1ccc(NC(=O)c2cc(S(=O)(=O)N3CCOCC3)cn2C)c(OC)c1	-1	-2	-2	8	2.1	-1	4	1.0
CCc1ccc(-c2cc(C)no2)cc1S(=O)(=O)NCCCN1CCN(c2ccccc2)CC1	-16	12	-4	-13	-2.6	-5	1	0.4
N#Cc1cnc2ncnn2c1-c1ccccc1	-19	-9	.	-1	1.9	.	-3	0.1
O=C(CC1C(=O)NCCN1C(=S)Nc1ccccc1)Nc1ccc(F)cc1 (centres undefined)	-13	-6	.	16	.	.	-1	0.0
C[C@@H]1CN([C@@H](C)CO)C(=O)c2cc(-c3cccc(C#N)c3)cnc2O[C@@H]1CN(C)Cc1ccc(F)cc1	7	13	7	-12	-1.7	-2	-2	-0.2
COc1ccc(C#Cc2ccc([C@@H]3[C@H](CO)N4CCCCN(Cc5ccccc5F)C[C@@H]34)cc2)cc1	41	34	18	50*	0.3	3	-2	0.0
CC1(c2cccc(Br)c2)NC(=O)N(CC(=O)Nc2ccc(F)cc2)C1=O (centres undefined)	-5	3	4	-70	-1.8	0	1	0.2
COc1ccc(Br)cc1CN1CCN(C(=O)c2cccc(F)c2)CC1	-13	11	2	-32	-3.4	-1	-3	0.1
C[C@@H]1CN([C@H](C)CO)S(=O)(=O)c2ccc(C#CC3CCCC3)cc2O[C@H]1CN(C)C(=O)C1CC1	15	0	-1	-15	0.9	-1	0	-1.3
O=C(C[C@@H]1C[C@H]2c3cc(NC(=O)NC4CCCC4)ccc3O[C@H]2[C@H](CO)O1)NCC1CC1	2	6	-1	-4	-2.1	-2	-1	0.1
COc1ccccc1/C=N/NC(=O)c1cccc(NC(=O)c2ccccc2Cl)c1	-12	30	.	-5	-3.6	.	-1	0.0
Cc1ccc(Cn2c(C(C)Nc3nc(-c4ccc(Cl)cc4)cs3)nc3cc(C(=O)NCCCO)ccc32)cc1 (centres undefined)	-3	-10	-3	-30	0.7	-8	1	0.4
C[C@H]1CN([C@@H](C)CO)C(=O)c2cccc(NC(=O)Nc3ccc(F)cc3)c2O[C@H]1CN(C)C(=O)Nc1ccc2c(c1)OCO2	-13	-3	0	-9	0.7	5	-6	0.4
Cc1ccc(S(=O)(=O)N2CCN(C(=O)COC(=O)COc3cccc4c3OC(C)(C)C4)CC2)cc1	-6	-6	.	-40	1.1	1	-3	0.1
O=C(CC(F)(F)F)N1C[C@H]2[C@@H](c3ccccc31)[C@@H](CO)N2C(=O)c1cccnc1	-17	-5	-2	0	-0.9	3	0	0.3
CC(C)Cc1nnc(NS(=O)(=O)c2ccccc2)s1	-12	.	-8	0	-0.2	3	0	0.2
Cc1noc(C)c1NC(=O)N(C)C[C@H]1Oc2ccc(NC(=O)c3ccncc3)cc2CC(=O)N([C@H](C)CO)C[C@H]1C	-2	-15	-2	35	-0.7	1	-1	0.3
CCOC(=O)Cn1nc(-c2ccc(C)cc2)ccc1=O	.	-16	4	7	.	30	.	.
CC(=O)Nc1ccc(S(=O)(=O)NC(CSc2ccc(C(=O)O)cc2[N+](=O)[O-])C(=O)O)cc1 (centres undefined)	-9	-4	-15	17	-3.8	12	-1	0.0
CC(C)C[C@@H]1COc2cccc(N(C)CCO)c2S(=O)(=O)N1	-12	.	.	18	-5.9	.	-1	0.4
Cc1ccc(C2C(=O)N(C3CCCC3)CC(=O)N2C2CCCCC2)cc1 (centres undefined)	.	-2	-6	-13	.	-8	.	.
Cc1ccc(NC(=O)CN(C)CC(=O)Nc2ccc(F)c(F)c2F)c(Cl)c1	-10	2	2	.	4.4	0	3	0.3
CCn1c(C)c(/C=N/Nc2nc3ccccc3s2)c2ccccc21	.	-1	10	1	.	31	.	.
O=C(COc1ccccc1[N+](=O)[O-])OCC(=O)N1CCC(Cc2ccccc2)CC1	-7	-1	.	-8	-0.7	.	1	-0.1
Cc1ccsc1C(=O)N1CCCCCC1(C)C(=O)NCC(C)C (centres undefined)	-3	.	-17	8	-0.3	-2	4	0.2
C[C@H]1CN([C@@H](C)CO)C(=O)CCCn2nncc2CO[C@@H]1CN(C)C(=O)Nc1ccc(F)cc1	14	-1	11	-9	-3.3	6	15	0.8
O=C(Cc1ccccc1)NN=C1CCCC1	-15	6	7	-12	0.4	-4	-5	0.0
COc1cc(Cn2c3ccc(NC(=O)CC(C)C(F)(F)F)cc3c(=O)n2C)ccc1F (centres undefined)	-54	.	-10	-9	3.7	8	-1	0.6
CCCCC(CC)C(=O)Nc1ncc([N+](=O)[O-])s1 (centres undefined)	-10	-1	1	-14	1.5	.	-1	0.4
CCOC(=O)[C@]12CCCC=C1N(Cc1cccc3ccccc13)C(=O)[C@H](CC(=O)NCc1ccccc1)C2	1	.	.	-15	1.0	.	0	0.1
CNC(=O)N(O)C1N(/N=C/c2ccccc2OC)C(=S)SC1(C)C (centres undefined)	-7	-12	-3	0	1.6	-3	0	0.0
COC(=O)Oc1ccc(/C=N/NC(=O)CSCc2ccc(Cl)cc2)cc1OC	-4	.	.	-18	2.1	.	6	0.1
O=C1N/C(=C\c2ccccc2)C(O)=C1C=NCc1ccccc1	.	0	1	-7	.	.	.	0.7
CCOc1cccc2sc(N(CCCN(C)C)C(=O)c3ccc(S(=O)(=O)N(CC)Cc4ccccc4)cc3)nc12	65*	14	-4	-45	-1.4	-12	0	0.1
CCCNC(=O)N1C[C@H](O)COC[C@H]2O[C@H](CC(=O)OC)CC[C@@H]21	6	2	-1	14	2.3	-4	-2	0.2
Fc1ccc(F)c(C2=NNC(=NCC3CCCO3)SC2)c1 (centres undefined)	-11	1	.	12	-0.4	.	3	0.1
Nc1ccc(S(=O)(=O)N2CCc3ccccc32)cc1	-32	-4	10	0	2.7	-7	.	0.3
Cn1nc(-c2ccccc2)cc1NC(=O)Nc1ccc(C(C)(C)C)cc1	-19	6	.	.	-7.6	.	.	0.1
COCCNc1nc(Oc2cccc3ccccc23)c2sccc2n1	-10	.	4	-19	0.5	.	4	0.0
COc1ccccc1NC(=O)C(C)OC(=O)COc1cccc2c1OC(C)(C)C2 (centres undefined)	-15	0	0	9	-0.3	3	1	0.4
C[C@@H]1CN([C@H](C)CO)C(=O)c2cc(NC(=O)CCC(F)(F)F)ccc2O[C@@H](C)CCCCO[C@H]1CN(C)Cc1ccc(C(F)(F)F)cc1	-20	-4	1	-25	1.9	-1	-1	-0.8
CC(C)(C)NC(=O)CN(C(=O)CS(=O)CC(=O)Nc1ccc(F)cc1)c1ccccc1F (centres undefined)	-7	1	.	-3	1.5	.	.	0.0
COc1ccc(-c2oc3ccc(-c4ccc5c(c4)OCO5)cc3c2C#CC2(O)CCCCC2)cc1	-8	1	1	-1	1.8	-1	-1	0.0
Cc1ccc(S(=O)(=O)N2CCN(c3ccc(C(F)(F)F)cc3[N+](=O)[O-])CC2)cc1	-10	-1	-6	.	2.4	.	3	0.2
Cc1ccc(NC(=O)CN(C)C(=O)COC(=O)c2ccc(Cl)cc2O)cc1	-12	.	0	0	0.2	5	-7	0.2
C[C@H](CO)N1C[C@H](C)[C@@H](CN(C)S(=O)(=O)c2cccs2)Oc2ccc(NC(=O)NC3CCCCC3)cc2C1=O	23&-23	-2&-6	-2&-5	-11	0.5&-1.6	2&6	1&-1	0.0&0.2
CCCC#Cc1cnc2c(c1)C(=O)N([C@H](C)CO)C[C@H](C)[C@@H](CN(C)C(=O)Nc1cccc(F)c1)O2	-12	-6	-13	-13	-2.5	9	-1	-1.2
Cc1ccc(NC(=O)CSC2=C(C#N)C(c3ccc4c(c3)OCO4)CC(=O)N2)cc1C (centres undefined)	-4	5	-4	-18	0.0	-3	-1	.
CCC(=O)N(CCC(Cc1ccccc1)c1ccco1)Cc1ccco1 (centres undefined)	16	34	-8	-39	4.2	-7	-1	-0.1
COc1ccc(S(=O)(=O)Nc2ccc3c(c2)C(=O)N([C@H](C)CO)C[C@H](C)[C@H](CN(C)C(=O)Nc2c(C)noc2C)OCCCC[C@H](C)O3)cc1	-15	-1	-1	-2	-2.8	-12	-1	0.2
CC1CCCC(C)N1CCCNC(=O)CN1C(=O)c2cccnc2Oc2ccc(Cl)cc21 (centres undefined)	-3	0	1	9	-3.5	-6	-1	0.2
COc1ccccc1-c1ccc(C2[C@H]3CNC[C@@H]2N3C(=O)Nc2ccccc2F)cc1 (some centres undefined)	13	.	.	-11&7	0.4	.	.	0.0&0.0
C[C@@H]1CN([C@@H](C)CO)C(=O)c2cccc(N(C)C)c2O[C@H]1CN(C)C(=O)Nc1ccc2c(c1)OCO2	3	-20	-7	8	1.2	-3	-4	0.1
CCn1c(SCC(=O)Nc2cc(Cl)ccc2OC)nnc1C1CC1	-2	-2	-2	7	-0.6	-3	0	0.4
C/C=C/c1ccc2c(c1)O[C@H](CN(C)Cc1cccnc1)[C@H](C)CN([C@H](C)CO)S2(=O)=O	3	28	1	6	0.8	-4	1	-0.3
CCCNC(=O)C(Cc1ccc(C(F)(F)P(=O)(OCC)OCC)cc1)NC(=O)c1ccc(C#N)cc1 (centres undefined)	-11	-7	-1	-4	-0.9	-2	0	0.2
Clc1ccc(-c2csc(-c3ccno3)n2)cc1	-17	0	.	3	0.5	.	2	2.1
CCN(C(=O)COC(=O)CCCOc1ccccc1)c1c(N)n(Cc2ccccc2)c(=O)[nH]c1=O	-31	19	-4	-1	0.2	1	1	0.3
Cc1cccc(NC(=O)CSCC(=O)Nc2sccc2C#N)c1	-27	3	-6	-11	-0.9	1	1	0.2

Arranged by the number under RAD52 inh (ascending): some entries from above.
| mol | RAD52 inh | ARNT-TACC3 inh | GSIS activator | F508del corr | esBAF inh | ERAP1 HTS inh |
| --- | --- | --- | --- | --- | --- | --- |
| Clc1ccc(-c2csc(-c3ccno3)n2)cc1 | -17 | 0 | 3 | 0.5 | . | 2 |
| CCCNC(=O)C(Cc1ccc(C(F)(F)P(=O)(OCC)OCC)cc1)NC(=O)c1ccc(C#N)cc1 (centres undefined) | -11 | -7 | -4 | -0.9 | -2 | 0 |
| C[C@@H]1CN([C@@H](C)CO)C(=O)c2cccc(N(C)C)c2O[C@H]1CN(C)C(=O)Nc1ccc2c(c1)OCO2 | 3 | -20 | 8 | 1.2 | -3 | -4 |
